CHO-K1 Ca antag: nonselective inhibitor or artifact in parental CHO-K1 cells. 360,000 tested, 0.6% active. inhibition, % at 3 µM. ATP-induced calcium, Fluo-8 fluorescence;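 active = inhibition above a per-plate cutoff, the plate's mean sample inhibition plus 3 SD, cut at about 24% in these data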;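 also: 0% = DMSO plus EC80 ATP and 100% = DMSO alone without ATP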
CHO-K1 Ca ag: counter-screen for M1 agonists: effect in parental CHO-K1 cells; Fluo-8 calcium fluorescence; scaled to maximal ATP response, vehicle zero; activation, % at 3 µM; 360,000 tested, 0.48% active; in the data active = activation above about 15%;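 also: untransfected CHO-K1 host cells lacking M1 receptor as counterscreen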
TAAR1 ag: human TAAR1 agonists, primary screen, Fluo-8 calcium fluorescence, CHO RD-HGA16 cells; Trace amine-associated receptor 1 (Homo sapiens), Q96RJ0; vehicle wells 0%, saturating PEA agonist 100%; activation, % at 3 µM; 360,000 tested, 0.99% active; AID 624467, 2012;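 active = activation above the mean activation of all test compounds in the run plus 3 SD, cut at about 38% in these data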
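System: CHO RD-HGA16 cells carrying human TAAR1 plus Gα16; Incubation: 17-24 h seeding, 75 min 37 °C dye, 30 min RT; Measured by: Fluo-8 fluorescence, 5 s baseline then 140 s kinetic read; Control set: DMSO and PEA EC100; Replication: single well for each compound.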
OXTR potentiator: human OXTR potentiators, primary screen, fluorescence, CHO-OTR cells, Fluo-8 calcium. activation, % at 3 µM. 320,000 tested, 0.061% active. Fluo-8 calcium fluorescence, potentiator mode; 0% = oxytocin EC15, 100% = EC100;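 active = activation above that plate's cutoff, the mean activation of tested compounds plus 3 SD, cut at about 6.6% in these data, passing the limit was not always enough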;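 also: 100% uses oxytocin at 75 nM as the full agonist control; some results filed as inactive read as strong as hits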
Target sequence (P30559 whole entry, looked up): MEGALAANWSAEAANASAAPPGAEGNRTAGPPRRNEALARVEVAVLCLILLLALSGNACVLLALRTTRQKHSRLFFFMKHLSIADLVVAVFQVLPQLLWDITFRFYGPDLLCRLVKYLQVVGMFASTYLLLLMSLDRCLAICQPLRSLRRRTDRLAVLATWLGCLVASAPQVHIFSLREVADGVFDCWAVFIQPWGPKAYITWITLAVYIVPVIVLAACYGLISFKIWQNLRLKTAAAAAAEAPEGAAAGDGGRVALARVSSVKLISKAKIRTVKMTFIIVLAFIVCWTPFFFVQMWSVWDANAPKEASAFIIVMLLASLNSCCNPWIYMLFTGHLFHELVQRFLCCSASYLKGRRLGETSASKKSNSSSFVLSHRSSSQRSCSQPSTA
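Assay system: CHO cell line stably expressing human OTR | Also added: Oxytocin at about EC15, sub-maximal agonist stimulus | Times: Compound 6 min at room temperature before oxytocin, 100 s read | Measured by: Fluo-8 intracellular calcium fluorescence, ex 470-495, em 515-575 nm | Controls: EC15 oxytocin alone as 0%, 75 nM oxytocin as 100%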
CHRM1 agonist: human M1 muscarinic receptor agonists, primary screen, Fluo-8 calcium fluorescence, CHO-K1 cells, HTS. activation, % at 3 µM. 360,000 tested, 0.33% active. Muscarinic acetylcholine receptor M1 (Homo sapiens), P11229. CHO-K1 hM1, agonist mode; 0% DMSO, 100% acetylcholine EC100;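 active = activation above the run's mean compound activation plus 3 SD, cut at about 16% in these data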;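 also: peak over basal fluorescence ratio within a 140 s kinetic read after compound addition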
CHO-K1 Ca PAM: nonselective calcium activators in parental CHO-K1 cells, primary screen, counter-screen for M1 PAM project, cell-based, Fluo-8 calcium fluorescence, full deck, 1536-well. ATP EC20; 0% at ATP EC20, 100% at ATP max. activation, % at 3 µM. 360,000 tested, 0.02% active;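 active = activation above the run cutoff, the mean activation of all test compounds plus 3 SD, cut at about 40% in these data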;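 also: peak over basal fluorescence ratio in a 140 s read after ATP addition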
TAAR1 antagonist: human TAAR1 antagonists, primary screen, Fluo-8 calcium fluorescence, CHO RD-HGA16 cells; antagonist; Trace amine-associated receptor 1 (Homo sapiens), Q96RJ0; AID 624466, 2012; 360,000 tested, 1.5% active; inhibition, % at 3 µM;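 active = inhibition above a per-plate cutoff, the mean inhibition of test compounds on that plate plus 3 SD, cut at about 49% in these data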;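 also: 0% = DMSO plus EC80 beta-PEA response and 100% = DMSO alone without agonist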
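Test system: RD-HGA16 CHO cells with stable hTAAR1 and Gα16 / Probe or stimulus: EC80 β-phenethylamine stimulus / Times: seeding 17-24 h prior, 75-min 37 °C, 30-min RT dye loading / Detection: Fluo-8 calcium-sensitive fluorescence / Read-out basis: % inhibition scaled between DMSO and EC80 PEA controls / Repeats: singlicate, one well per test compound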
CHO parental Ca: ATP-evoked calcium signal inhibitors, parental CHO, primary screen, counter-screen for OX1R antagonist project, cell-based, fluorescence, Fluo-8 calcium dye; parental CHO-K1, ATP-induced calcium, Fluo-8 fluorescence; inhibition, % at 5.6 µM; 330,000 tested, 0.63% active;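 active = inhibition above that plate's mean sample inhibition plus 3 SD, cut at about 26% in these data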;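 also: 0% = ATP-challenged DMSO wells and 100% = DMSO wells without ATP; some compounds past the cut are filed as inactive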
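Test system: untransfected parental CHO cell line. Compound: one dose, 5.6 µM nominal. Detection: intracellular calcium via Fluo-8 no-wash fluorescent dye. Measure: % inhibition. Benchmarks: ATP-challenged DMSO wells low, unchallenged DMSO wells high.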
V1aR counter: agonists of human V1a receptor, primary screen, counter-screen for OXTR agonist project, fluorescence, CHO-V1R cells. 320,000 tested, 0.25% active. Fluo-8 calcium fluorescence, agonist mode; 0% DMSO, 100% 3 nM vasopressin. Vasopressin V1a receptor (Homo sapiens), P37288. AID 2797, 2010. activation, % at 3 µM;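 active = activation above the mean activation of all tested compounds plus 3 SD, per screening run, cut at about 20% in these data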;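 also: signal is peak over basal fluorescence ratio across a 100 second FLIPR read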
Target sequence (P37288 whole entry, looked up): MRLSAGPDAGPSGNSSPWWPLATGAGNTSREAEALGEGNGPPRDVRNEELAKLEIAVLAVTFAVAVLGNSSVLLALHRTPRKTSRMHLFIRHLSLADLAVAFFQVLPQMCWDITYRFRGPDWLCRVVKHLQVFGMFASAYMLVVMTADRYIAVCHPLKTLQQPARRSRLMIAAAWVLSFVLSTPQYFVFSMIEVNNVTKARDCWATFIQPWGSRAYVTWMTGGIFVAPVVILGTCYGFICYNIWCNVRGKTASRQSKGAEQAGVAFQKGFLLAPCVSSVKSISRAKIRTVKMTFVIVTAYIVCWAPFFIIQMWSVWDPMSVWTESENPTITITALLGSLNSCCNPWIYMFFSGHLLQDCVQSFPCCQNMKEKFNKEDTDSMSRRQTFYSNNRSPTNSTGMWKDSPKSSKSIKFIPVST
An asterisk follows results filed as active; / = not tested or not shown.

Results follow in this order: TAAR1 ag	CHO-K1 Ca antag	CHRM1 agonist	V1aR counter	CHO-K1 Ca PAM	TAAR1 antagonist	CHO-K1 Ca ag	OXTR potentiator	CHO parental Ca
- CCn1c(C(=O)N2CCC(C(=O)N3CCN(c4ccccn4)CC3)CC2)cc2sccc21
    11.4	4.7	-4.2	2.9	1.2	3.5	4.1	-6.7	-13.7
- CNc1snc(C)c1C(=O)OC(C)C(=O)Nc1ccccc1 (configuration not stated)
    0.1	-12.0	-2.8	2.9	12.0	-5.3	4.6	-2.8	-11.0
- CN(c1ccccc1)c1ccc(/C=C(\C#N)c2nnc3n2CCCCC3)cc1[N+](=O)[O-]
    2.6	-14.1	-9.4	-0.4	21.1	-20.0	0.0	-9.2	-20.2
- N=C1c2ccccc2CN1NC(=O)c1cccc(S(=O)(=O)N2CCCCC2)c1
    0.6	-0.5	-10.4	0.5	19.1	-11.7	0.4	2.4	-12.1
- CC(=O)N1[C@H](C)C=C[C@]1(Cc1ccccc1)C(=O)NCCN1CCOCC1
    12.2	-12.4	-3.3	0.3	14.5	-3.5	0.7	0.6	-12.1
- c1ccc(-c2nnc(-c3ccncc3)nc2-c2ccccc2)cc1
    1.9	-6.8	-9.0	-1.3	-2.2	0.2	0.3	-10.9	-10.3
- CN1c2ccccc2Oc2nnc(N3CCN(Cc4ccccc4)CC3)cc21
    21.3	-11.4	-15.4	0.5	19.7	-6.8	0.6	-1.3	-24.4
- O=C(NCc1ccc(OC(F)(F)F)cc1)c1ccc2c(c1)S(=O)(=O)c1ccccc1C2=O
    4.2	-6.2	-6.6	-0.7	4.5	13.0	0.3	-7.7	-15.7
- CCOC(=O)C1=C(C)OC(N)=C(C#N)C1c1cc(SCC)oc1C (configuration not stated)
    6.5	-7.6	-4.2	-1.1	15.1	2.5	1.6	-17.6	-4.9
- O=C(NCc1ccco1)Nc1nnc([C@H]2C[C@H](O)[C@@H](CO)O2)s1
    1.1	0.7	-1.2	/	-5.2	-14.2	0.1	/	/
- CCOC(=O)c1ccc(NC(=O)c2c(N)n(Cc3ccccc3)c(=O)[nH]c2=O)cc1
    8.3	-12.1	0.0	0.7	19.2	5.8	-0.3	-6.5	-0.3
- CN(C)S(=O)(=O)c1cccc(NC(=O)COC(=O)c2cc(=O)c3ccccc3o2)c1
    -2.2	-7.9	-0.7	0.8	18.1	-6.0	0.1	-0.3	-11.5
- O=C1CN(C(=O)c2cccc([N+](=O)[O-])c2)CC(=O)N1
    4.5	-3.0	-2.5	2.5	2.8	-4.2	0.0	0.8	-12.6
- COc1ccc(OC)c(/C=N\NC(=O)c2ccc(COc3ccc(C)cc3[N+](=O)[O-])o2)c1
    2.0	-7.8	-2.9	-0.3	3.9	36.5	0.4	-6.5	-10.2
- COc1cc(/C=C2\SC(=Nc3ccc(Cl)c(C(=O)O)c3)NC2=O)c(Br)c(Br)c1O
    98.1*	26.8*	51.4*	/	-20.8	76.0*	41.9*	/	/
- O=C(CN1C(=O)C2CCCCC2C1=O)OCC(=O)c1ccc(F)cc1 (configuration not stated)
    1.4	-8.2	-0.6	-0.1	2.9	10.6	0.1	-10.6	-9.8
- O=C(O)CC1CC(O)CCC1=O (configuration not stated)
    0.1	22.3	7.8	/	-9.3	-14.9	-0.3	/	/
- COc1cc(C(=O)NCc2nc(C)cs2)ccc1OC1CCN(C(C)=O)CC1
    0.5	-3.8	0.5	1.0	3.4	-18.4	-0.2	-3.8	5.4
- CCOC(=O)c1sc(=S)n(-c2ccc3c(c2)OCO3)c1N
    5.7	6.2	5.4	2.9	-8.7	3.9	-0.5	-7.0	11.6
- OCc1ccccc1-c1ccc2nccn2c1
    4.0	-8.3	-3.8	/	11.4	-17.7	-0.1	/	/
- Cc1cccc(/C=N/N(CCO)C2=NS(=O)(=O)c3ccccc32)c1
    12.5	17.1	-3.9	-0.6	-16.1	21.9	2.7	-2.4	-6.9
- COc1ccccc1Nc1nc2ccc(C)cc2cc1C#N
    4.3	24.7*	0.1	0.1	-5.6	-0.3	-0.3	-0.6	-17.6
- COC(=O)C1=C(C)N(c2ccc(OC)cc2)C(C)=C(C(=O)OC)C1c1ccccc1
    1.0	18.3	-1.9	3.2	-22.2	-23.0	-0.5	-16.0	-12.0
- OCCN(Cc1ccccc1)Cc1cccc(F)c1
    5.0	-11.3	-5.7	0.0	-1.3	2.1	0.1	1.9	-3.1
- COc1ccc(CCN(C)C(=O)CSc2nnc(C3CC3)n2N)cc1OC
    2.3	-0.9	-3.7	-0.8	-2.0	-3.5	0.3	-0.2	-2.1
- Cc1nnc(SCC(=O)NC(=O)Nc2ccc3c(c2)OCCO3)n1N
    0.1	-9.7	-2.8	0.6	19.8	-23.4	2.2	1.3	6.5
- CC(NC(=O)C(NC(=O)C(Cc1c[nH]c2ccccc12)NC(=O)OC(C)(C)C)C(C)C)C(N)=O (configuration not stated)
    10.3	-11.2	-4.0	0.6	17.9	1.8	1.2	-8.2	-6.4
- COc1cc(CCCN2C(=S)NC[C@@H]2CC2CCCCC2)cc(OC)c1OC
    7.0	-18.0	-1.7	-0.9	15.2	7.8	0.5	-1.7	-14.8
- Cc1ccc(/C(C#N)=C\c2ccc(N3CCOCC3)o2)cc1
    14.2	-16.8	0.0	2.0	19.0	24.3	3.1	-4.9	-10.6
- COc1ccc(/C(C)=N/NC(=O)CNC(=O)C2COc3ccccc3O2)c(OC)c1 (configuration not stated)
    6.5	-16.6	-4.6	-0.4	4.0	-20.3	0.2	-0.2	-9.0
- CCN(CCCNC(=O)C1CCC(=O)N1C(C)C)c1cccc(C)c1 (configuration not stated)
    10.6	-12.1	-7.4	0.4	2.7	-4.4	0.2	-4.0	-7.5
- CN(C(=O)COC(=O)c1ccc(CN2CCCC2=O)cc1)c1ccccc1
    2.5	-15.2	-7.9	0.1	0.4	-0.9	1.0	-1.1	-11.7
- Cc1cc(C)c(S(=O)(=O)Nc2ccc(O)cc2)c(C)c1
    1.6	-13.6	-1.2	5.1	-2.9	9.9	1.9	-21.0	-1.4
- CC[C@H](C)[C@H](NS(=O)(=O)c1ccc(C)cc1)C(=O)N1CCC(C(=O)N[C@H](C(=O)O)C(C)C)CC1
    /	-3.0	-2.2	0.0	9.9	/	0.1	-8.1	1.9
- COCCCNC(=O)Cc1ccc(-n2c(C)nc3cccnc32)cc1
    3.8	-10.6	-2.2	/	14.5	-18.0	0.7	/	/
- CC(=O)Nc1nc2ccc(-c3nc4ccccc4o3)cc2s1
    5.6	-2.4	-1.4	1.3	-3.8	12.1	2.0	0.3	-18.3
- CCc1ccc(OCC(=O)OCC(=O)NCCNC(=O)COC(=O)COc2ccc(CC)cc2)cc1
    2.2	4.1	-1.5	9.9	-11.6	-11.6	0.9	-8.7	-8.3
- Cc1cnc(NC(=O)CSc2nnc(-c3cccs3)n2C)s1
    14.4	-1.6	-7.1	-0.6	12.7	8.8	0.7	4.3	-13.7
- Cc1ccc(S(=O)(=O)N(C)C)cc1NC(=O)CCCNC(=O)c1ccc(Cl)cc1
    1.4	-11.9	-5.2	0.2	-8.7	-9.5	0.7	-5.5	-29.7
- COc1ccc(OC)c(S(=O)(=O)N2CCN3CCCC3C2)c1 (configuration not stated)
    -0.7	-12.0	-5.2	0.0	10.5	5.2	-0.1	-4.2	-6.4

Retrieved by compound from above:
Results follow in this order: TAAR1 ag	CHO-K1 Ca antag	CHRM1 agonist	V1aR counter	CHO-K1 Ca PAM	TAAR1 antagonist	CHO-K1 Ca ag	OXTR potentiator	CHO parental Ca
- CN(C(=O)COC(=O)c1ccc(CN2CCCC2=O)cc1)c1ccccc1
    2.5	-15.2	-7.9	0.1	0.4	-0.9	1.0	-1.1	-11.7
- Cc1cnc(NC(=O)CSc2nnc(-c3cccs3)n2C)s1
    14.4	-1.6	-7.1	-0.6	12.7	8.8	0.7	4.3	-13.7
- COCCCNC(=O)Cc1ccc(-n2c(C)nc3cccnc32)cc1
    3.8	-10.6	-2.2	/	14.5	-18.0	0.7	/	/
- CC(=O)Nc1nc2ccc(-c3nc4ccccc4o3)cc2s1
    5.6	-2.4	-1.4	1.3	-3.8	12.1	2.0	0.3	-18.3

Later entries.
Results follow in this order: TAAR1 ag	CHO-K1 Ca antag	CHRM1 agonist	V1aR counter	CHO-K1 Ca PAM	TAAR1 antagonist	CHO-K1 Ca ag	OXTR potentiator	CHO parental Ca
- Cc1ccccc1N1CCN(S(=O)(=O)c2cccs2)CC1
    1.2	-10.4	-1.7	0.9	-9.4	-12.9	0.3	-14.1	-8.4
- CN(C)c1ccc(S(=O)(=O)NCC(=O)NCC2CCCCC2)cc1[N+](=O)[O-]
    2.9	-20.3	-8.4	1.2	3.3	-4.3	0.4	-4.8	-12.8
- O=C(Nc1ccc(C(=O)NCc2ccccc2)cc1)C1=CSCCO1
    0.3	-2.9	-1.5	2.5	-9.2	-2.5	1.6	-10.8	-4.3
- FC(F)(F)c1cccc(NC(=S)Nc2cccc(Cl)c2)c1
    7.4	10.2	1.7	0.0	-1.7	10.0	1.8	-26.1	-13.9
- COc1cc(OC)c(OC)cc1/C=N/n1c(C)nnc1C
    1.2	-3.1	-3.6	0.4	13.8	-16.0	-0.3	-10.0	-10.6
- Cc1ccc(O)c(NS(=O)(=O)c2cccc3nsnc23)c1
    2.8	-15.9	-7.0	-0.7	14.1	-10.7	2.0	-8.6	-17.1
- COc1ccc(C(=O)NCC2CCCO2)cc1S(=O)(=O)N1CCCc2ccccc21 (configuration not stated)
    5.2	-12.6	-6.3	0.7	15.6	-1.8	4.4	-13.3	-12.7
- COc1cccc(C(=O)NCc2ccc3c(c2)OCO3)c1
    3.5	2.1	-2.8	-0.4	4.3	-10.5	1.0	3.1	-5.5
- COc1ccc(NS(=O)(=O)c2cccc3ccccc23)cc1
    4.2	-9.3	-1.8	0.1	11.3	-1.3	2.0	-0.8	-27.3
- CC(NC(=O)CSC1=NCCS1)c1ccccc1 (configuration not stated)
    0.8	-3.7	-3.7	0.7	4.2	-16.4	0.3	-9.9	-1.9
- COc1ccc(C)cc1S(=O)(=O)N(C)CC(=O)NC1CCCC1
    0.4	-15.3	-6.8	0.7	25.8	-12.0	1.3	-2.1	-2.9
